# ERAP1 HTS inh = blocks human ERAP1 aminopeptidase activity | 0.15% of 340,000 active | recombinant ERAP1, Leu-AMC fluorescence, 60 min | Q9NZ08 | inhibition, % at 10.7 µM;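 active means mean replicate inhibition of at least 30%, or all replicates individually reaching that 30% level; inactive means mean below 30% and not every replicate reaching it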;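 further: 0% = neutral control wells and 100% = L-leucinethiol positive control wells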
# Target sequence (Q9NZ08 whole entry, looked up): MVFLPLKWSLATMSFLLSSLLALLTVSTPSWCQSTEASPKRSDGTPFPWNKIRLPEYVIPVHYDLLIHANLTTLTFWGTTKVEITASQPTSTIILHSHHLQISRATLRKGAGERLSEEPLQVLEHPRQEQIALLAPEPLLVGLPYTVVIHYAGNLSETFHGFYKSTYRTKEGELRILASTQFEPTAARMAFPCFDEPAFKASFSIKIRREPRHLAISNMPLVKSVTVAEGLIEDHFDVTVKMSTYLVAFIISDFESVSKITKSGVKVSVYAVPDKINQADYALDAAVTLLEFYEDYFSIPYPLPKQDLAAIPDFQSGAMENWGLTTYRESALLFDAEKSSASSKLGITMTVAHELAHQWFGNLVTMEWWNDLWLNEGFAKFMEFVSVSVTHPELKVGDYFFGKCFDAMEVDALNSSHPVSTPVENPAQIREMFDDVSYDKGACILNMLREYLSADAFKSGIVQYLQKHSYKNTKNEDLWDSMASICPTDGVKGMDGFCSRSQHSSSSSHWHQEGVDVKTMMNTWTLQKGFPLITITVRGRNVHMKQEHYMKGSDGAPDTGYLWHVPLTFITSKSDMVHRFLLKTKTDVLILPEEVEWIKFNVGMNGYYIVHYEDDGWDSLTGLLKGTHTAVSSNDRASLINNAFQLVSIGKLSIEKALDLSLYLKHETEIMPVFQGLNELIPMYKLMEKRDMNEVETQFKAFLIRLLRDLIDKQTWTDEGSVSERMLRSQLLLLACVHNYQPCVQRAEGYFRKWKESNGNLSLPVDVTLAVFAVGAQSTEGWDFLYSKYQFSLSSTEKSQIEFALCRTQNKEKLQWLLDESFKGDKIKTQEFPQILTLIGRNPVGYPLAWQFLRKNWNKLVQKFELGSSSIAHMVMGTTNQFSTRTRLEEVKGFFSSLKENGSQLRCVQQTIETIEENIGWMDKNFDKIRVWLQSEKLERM
# RAD52 anneal inh = blocks human RAD52 DNA annealing | recombinant RAD52 DNA annealing, FRET fluorescence | inhibition, % at 18.7 µM | 0.46% of 360,000 active;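 active means every replicate showing at least 50% inhibition; inconclusive means mean inhibition at least 50% but not in every replicate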
# GSIS activator = GLuc luminescence reporter in INS-1E cells, primary screen for activators of glucose-dependent secretion of insulin | AID 743287 | INS-1E GLuc reporter insulin secretion, 2-3 h | 0.61% of 370,000 active | activation, % at 16.6 µM;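 active means lowest replicate activation of at least 40%, so every replicate reaches that level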;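 further: 0% = median of neutral control wells and 100% = median of IBMX positive control wells; some compounds called inactive have numbers as strong as hits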
# RAD54 inh = blocks human RAD54 Holliday junction branch migration. Q92698. FAM/BHQ fluorescence. inhibition, % at 10.4 µM. 0.14% of 360,000 active. AID 602329;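 active means mean normalized replicate activity at least 40 and at least half of replicates scoring 40 or more; inconclusive means only one of the two criteria met; inactive means mean below 40 and under half of replicates reaching 40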;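 further: 0% = median of neutral control wells and 100% = median of positive control wells; inhibitors cause a drop in the FAM fluorescence signal; in these data hits start at about 50%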
# esBAF inh = blocks esBAF chromatin remodeling in mouse ES cells; Bmi1-luciferase knock-in reporter, 24 h; 100% = twice the neutral-well signal; reporter increase, % at 12.5 µM; 2% of 350,000 active; AID 602393; in the data active means activation above about 40%; inconclusive means no clear call, values can overlap the other calls;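 further: 0% = median of the plate's neutral control wells and 100% = double that signal; a rise in the Bmi1 reporter signal indicates esBAF inhibition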
# CFTR F508del cor = correctors of CFTR F508del function in bronchial epithelial cells. CFBE cells, YFP halide quenching; stimulated with forskolin plus potentiator P3; % fluorescence drop versus neutral controls. activity (quench increase), % at 7.58 µM. 0.36% of 350,000 active. AID 720511;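 active means mean added fluorescence quench of at least 8% versus neutral control, with both replicates also reaching 8%; inconclusive means only one of the mean or replicate conditions met; inactive means mean below 8% and not both replicates reaching 8%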;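 further: cells transiently co-express mutant CFTR-F508del with the halide-sensitive YFP; corrector assay measuring rescue of mutant channel to the surface after 24 h compound exposure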
# Xi reactivation = activators of X-chromosome reactivation in mouse fibroblasts. activation, % at 7.58 µM. 0.055% of 360,000 active. AID 743238. XiGFP mouse fibroblasts, % GFP-positive cells imaging, 3 d; cells co-treated with 5-aza-dC sensitizer; scaled so ellipticine positive control = 100%;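 active means mean normalized replicate activation at least 10% and every replicate at or above 10%; inconclusive means only one of the two criteria met; inactive means mean below 10% and not all replicates reach 10%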;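 further: 0% = median of on-plate neutral control wells and 100% = ellipticine 6 µM median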
#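 Material: SV40-immortalized XiGFP fibroblast cells, line 68-5-11 | Buffer or medium: DMEM containing 5-aza-dC | Dosing: One concentration, pinned | Times: 3 d treatment, 15 min room-temperature fixation | Controls: Ellipticine 6 µM positive control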
# ARNT-TACC3 inh = disrupts binding between human ARNT and TACC3. inhibition, % at 9.99 µM. 0.66% of 390,000 active. AID 623870. Q9Y6A5. AlphaScreen His-ARNT PAS-B/GST-TACC3 binding, luminescence; TACC3 fragment carries E629A point mutation;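 active means mean inhibition of replicates at least 50% and at least half of replicates each reaching 50%; inconclusive means half or more replicates reach 50% but mean below 50%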;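 further: 0% = complete ARNT plus TACC3 wells and 100% = ARNT alone without TACC3; many hits fall short of the cut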
# Numbers without * were called inactive; u = inconclusive; x = no result given.
SMILES,ERAP1 HTS inh,RAD52 anneal inh,GSIS activator,RAD54 inh,esBAF inh,CFTR F508del cor,Xi reactivation,ARNT-TACC3 inh
C[C@H](O)C#Cc1ccc2c(c1)O[C@@H](CN(C)C(=O)Cc1ccccn1)[C@H](C)CN([C@H](C)CO)S2(=O)=O,-3,-1,23,-11,1,1.5,0.4,0
C[C@H]1CCCCO[C@@H](CN(C)C(=O)NC2CCCCC2)[C@@H](C)CN([C@@H](C)CO)C(=O)c2cc(NS(=O)(=O)c3cn(C)cn3)ccc2O1,5,-2,-4,1,3,2.7,0.0,1
COC1=CC(=O)OC(c2cccc(C#N)c2)C1 (centres undefined),x,-10,-1,x,x,2.8,0.0,x
O=C(c1cccnc1)n1nc(-c2ccco2)nc1NCc1cccs1,2,-17,14,-17,12,1.2,-0.1,-5
O=C(COc1ccc2c(c1)OCO2)Nc1nccs1,-2,-10,7,3,-46,-0.4,-0.1,-1
C[C@@H]1CCCCO[C@H](CN(C)C(=O)Cc2ccccc2)[C@@H](C)CN([C@@H](C)CO)C(=O)c2cc(NS(=O)(=O)c3ccc(F)cc3)ccc2O1,x,x,-17,4,-1,1.1,-1.0,6
CO[C@H]1CN(C)C(=O)c2cc(NC(C)=O)ccc2OC[C@H](C)N(C(=O)C2CCCCC2)C[C@@H]1C,-3,-7,12,6,0,-0.1,0.0,-6
CC(=O)C1=C(C)NC(=O)NC1c1ccc(OC2CCCC2)cc1 (centres undefined),x,x,0,-5,-6,x,x,-9
COC(=O)Cc1ccc(O)c(N)c1,-2,-1,1,1,-3,-2.7,0.0,-4
O=C(Nc1ccc(F)c(F)c1)C1=COCCO1,-1,-9,15,0,9,1.9,0.0,-3
COc1c(C)cc(C(=O)C2CCCN(C(=O)c3cc(C4CC4)[nH]n3)C2)cc1C (centres undefined),2,-10,-12,-1,5,-2.9,0.0,0
Cc1cccc2c1-c1sc(C(=O)N3CCCCC3)cc1CO2,x,-8,-25,6,68*,-1.6,0.2,5
COc1ccc(NC(=O)NNC(=O)C(C)Oc2ccc3ccccc3c2)cc1 (centres undefined),-1,-3,-20,-17,x,2.5,0.4,-7
CC1=C(C(=O)N(C)C)CC(CC(=O)NC(c2ccccc2)c2ccccc2)C(=O)N1Cc1ccccc1 (centres undefined),-1,-10,-37,1,-1,-5.1,-0.2,x
CCOC(=O)N1CCC(N2Cc3cccc(C(=O)Nc4c(C)cccc4CC)c3C2=O)CC1,0,-3,-42,3,-3,-0.4,0.0,6
COc1cc(C(=O)OC(C)C(=O)Nc2ccc3c(c2)OCCO3)cc(OC)c1OC (centres undefined),0,-4,10,-10,10,0.8,0.1,-6
O=C(CN1C(=O)NC(c2ccccc2)(c2ccccc2)C1=O)Nc1ccc(N2CCOCC2)cc1,-3,-16,-25,-7,1,4.3,0.0,0
Cc1ccsc1/C=N/Nc1ccc(C(=O)O)cc1,-9,-10,5,-8,-45,5.4,0.0,-2
O=C(Nc1ccsc1C(=O)N1CCCC1)c1ccccc1,-2,1,11,x,x,2.8,0.0,-3
CCCCNC(=O)C1C(c2ccc(C(F)(F)F)cc2)=Nc2ccccc2N1C(C)=O (centres undefined),1,-15,-36,x,x,-1.9,0.3,x
CCn1c(SCC(=O)N2CCCC2)nnc1-c1ccc(S(=O)(=O)N2CCCCCC2)cc1,1,-13,-13,12,-2,x,x,-1
O=C(NCC[C@H]1CC[C@@H](NS(=O)(=O)Cc2ccccc2)[C@@H](CO)O1)C1CC1,-1,-12,11,-9,5,-0.7,0.3,-11
CCCCN(CC)C(=O)Cn1ncc2c1-c1cc(C)ccc1OC2,4,-10,-4,-1,-7,-1.4,0.0,-2
C[C@@H]1CN([C@@H](C)CO)C(=O)c2cc(NS(=O)(=O)c3cn(C)cn3)ccc2O[C@@H](C)CCCCO[C@@H]1CN(C)C(=O)NC1CCCCC1,8,-11,4,-1,-5,-2.3,-1.1,-1
Cc1ccc(CN2CCN(C3CSCCSC3)CC2CCO)cc1 (centres undefined),-2,-7,9,0,-1,2.2,0.3,-9
O=C(C1CCC(CNc2c(N3CCCC3)c(=O)c2=O)CC1)N1CCc2ccccc21 (centres undefined),0,-21,-4,-8,0,1.1,-0.2,1
O=c1c2ccccc2n2c(-c3ccc(C(F)(F)F)cc3)nnc2n1Cc1ccccc1,-1,-6,19,x,x,x,1.6,8
CC(C)(C)NC(=O)N1CCCC(C(=O)c2cccc(Cl)c2)C1 (centres undefined),6,0,-9,x,x,1.5,0.0,x
COc1ccc(CN2CCN(Cc3ccc(C)cc3)CC2)c(OC)c1,-2,-2,4,-8,5,0.3,0.2,1
Cn1c(-c2cccc(Br)c2)cnc1NCc1ccccc1O,0,3,-14,-14,12,-0.8,0.2,12
CC(=O)c1[nH]c(C)c(C(=O)N2CCCC(Nc3cccc(F)c3)C2)c1C (centres undefined),-2,-3,13,8,0,-3.9,0.0,-2
CCOc1ccc(/C=N/NC(=O)C(C)N(c2ccc(OC)cc2)S(C)(=O)=O)cc1OCC (centres undefined),1,-22,15,-6,0,-1.8,0.6,19
CCCc1nn(C)c(C(=O)Nc2cccc(C)c2)c1Cl,-5,-17,-7,x,x,-0.9,0.0,-1
COc1ccc(S(=O)(=O)N(C)C[C@@H]2Oc3ccc(NC(=O)C4CC4)cc3C(=O)N([C@@H](C)CO)C[C@@H]2C)cc1,0,15,6,-1,1,-1.3,-0.9,-3
COc1ccc(NC(=O)N(C)C[C@@H]2Oc3ncc(C#C[C@@H](C)O)cc3C(=O)N([C@@H](C)CO)C[C@H]2C)cc1,-5,-6,6,2,-7,-0.9,0.6,-5
CC(=O)c1ccc(-c2ccccc2OC(F)(F)F)o1,x,-3,-6,x,x,-0.6,-0.1,-2
O=C(C[C@@H]1C=C[C@@H](NC(=O)C2CC2)[C@@H](CO)O1)NCCCN1CCOCC1,-1,1,16,-6,-4,-1.5,0.5,x
NN(CCO)C(=S)Nc1ccc(Cl)cc1,-2,-15,12,2,3,-2.5,0.1,-2
C[C@H](CO)N1C[C@H](C)[C@@H](CN(C)C(=O)C2CCC2)Oc2cc(C3=CCCCC3)ccc2S1(=O)=O,0,13,-12,-7,0,-0.1,-1.3,8
O=C(NCCCCC(NC(=O)C1CCCCC1)C(=O)O)c1ccccc1 (centres undefined),0,-7,25,-5,-5,2.0,x,-2

# Marked active in esBAF inh, of those listed so far:
smiles	ERAP1 HTS inh	RAD52 anneal inh	GSIS activator	esBAF inh	CFTR F508del cor	ARNT-TACC3 inh
Cc1cccc2c1-c1sc(C(=O)N3CCCCC3)cc1CO2	x	-8	-25	68*	-1.6	5

# (list continues)
SMILES,ERAP1 HTS inh,RAD52 anneal inh,GSIS activator,RAD54 inh,esBAF inh,CFTR F508del cor,Xi reactivation,ARNT-TACC3 inh
CCOC(=O)C1(CCCc2ccccc2)CCN(Cc2ccn[nH]2)CC1,1,-9,-2,1,x,x,0.0,-4
CC(C(=O)Nc1ccon1)N1C(=O)c2ccccc2S1(=O)=O (centres undefined),-5,-6,9,7,0,-1.7,0.4,-3
CCN(CC)C1CCS(=O)(=O)C1 (centres undefined),2,-6,x,x,x,3.5,0.2,-3
Cc1ccc(CNC(=O)CCc2ccccc2)cc1,-1,-4,-5,-5,x,-2.1,-0.1,-2
O=C(Nc1ccc(F)cc1F)c1ccc2c(c1)[nH]c(=O)n2Cc1ccc(F)cc1,0,-1,1,2,18,0.8,0.0,-7
COCCCNC(=O)C1CCCN(S(=O)(=O)c2ccc(C)cc2)C1 (centres undefined),x,x,45,3,1,x,x,0
O=C(Nc1cc(S(=O)(=O)N2CCOCC2)ccc1N1CCCC1)c1cc(F)c(F)cc1Cl,-2,-3,-7,x,x,2.1,0.0,x
CCc1sc(C(=O)NCCc2ccc(S(N)(=O)=O)cc2)cc1C,1,-8,12,13,-1,5.4,0.0,x
CC(=O)/C(=C/N(C)C)C(=O)Nc1ccc(Cl)cc1Cl,2,-6,-2,x,x,x,0.0,x
COCC#Cc1cnc2c(c1)C(=O)N([C@H](C)CO)C[C@@H](C)[C@@H](CN(C)C(=O)CN1CCOCC1)O2,2,-18,16,14,-5,-3.3,-1.0,-5
CN(C)S(=O)(=O)c1cc(NC(=O)COC(=O)C2COc3ccccc3O2)ccc1Cl (centres undefined),-1,-27,-2,x,x,-0.7,0.0,2
Cc1noc(C)c1NC(=O)Nc1ccc2c(c1)C(=O)N([C@H](C)CO)C[C@H](C)[C@@H](CN(C)C(=O)c1ccccc1)OCCCC[C@@H](C)O2,0,10,3,2,1,-0.3,0.0,6
CCCCn1c(N)c(N(CCOC)C(=O)c2ccc(Br)s2)c(=O)[nH]c1=O,5,-4,-16,x,4,2.0,0.3,2
CSc1ncccc1C(=O)OCC(=O)Nc1ccc(N2CCOCC2)cc1,-1,-12,29,2,1,-0.1,0.3,-1
C[C@@H]1CN([C@H](C)CO)C(=O)Cc2cc(NS(C)(=O)=O)ccc2O[C@@H]1CN(C)Cc1ccncc1,4,0,-3,-1,3,-0.9,-0.1,-3
C[C@@H]1CN([C@H](C)CO)C(=O)c2cc(NC(=O)C3CC3)ccc2O[C@H]1CN(C)CC1CCCCC1,0,-2,2,-3,-8,1.3,0.2,x
COc1ccccc1CCC(=O)OCC(=O)Nc1ccc(C(N)=O)cc1,1,-24,-1,1,-5,-2.0,-0.1,0
CCN(CC)c1ccc(NC(=O)c2c(C)noc2C)cc1,-1,-11,-7,-4,x,1.2,0.0,0
Cc1ccc(-c2cnc3n2CCCCC3)cc1,7,1,3,x,x,0.2,0.1,10
O=C(Nc1ccc(N2CCOCC2)cc1)c1ccc(Br)o1,-1,-3,5,9,-70,2.8,-0.1,12

# Single entries from the list:
# For ERAP1 HTS inh, C[C@@H]1CN([C@H](C)CO)C(=O)c2cc(NC(=O)C3CC3)ccc2O[C@H]1CN(C)CC1CCCCC1 reads 0
# For RAD54 inh, COCCCNC(=O)C1CCCN(S(=O)(=O)c2ccc(C)cc2)C1 (centres undefined) reads 3

# (more compounds)
SMILES,ERAP1 HTS inh,RAD52 anneal inh,GSIS activator,RAD54 inh,esBAF inh,CFTR F508del cor,Xi reactivation,ARNT-TACC3 inh
OCCN1CCN(CCCN2c3ccccc3CCc3ccccc32)CC1,-2,-1,-22,-5,x,5.9,-0.1,x
CSc1ncccc1C(=O)N1CCCC(N2CCN(c3ccccc3F)CC2)C1 (centres undefined),-3,-6,2,5,-3,1.9,0.0,-6
COc1ccc(-c2cn(CC[C@H]3CC[C@H](NC(=O)CCN4CCCCC4)[C@H](CO)O3)nn2)cc1,-1,-1,11,-1,1,-1.2,1.6,1
C[C@H](CO)N1C[C@H](C)[C@@H](CN(C)Cc2ccc(Cl)c(Cl)c2)Oc2ccc(NC(=O)Cn3cnnn3)cc2CC1=O,3,5,14,2,0,0.2,-0.7,-6
O=C(C[C@H]1CC[C@@H](NS(=O)(=O)c2cccc(F)c2)[C@H](CO)O1)N1CCCCC1,-3,4,5,-3,-3,-0.1,0.1,-4
CCC(=O)c1ccc(OCC(=O)OCc2csc(CC(=O)Nc3ccccc3C)n2)cc1,9,-76,9,13,2,0.1,0.1,x
CCCCC(c1nc2ccccc2[nH]1)n1c(-c2ccccc2)nc2cc(C)c(C)cc21 (centres undefined),1,-2,x,-4,u,4.1,0.0,x
Cc1ccc(C(=O)NCCn2cc(SCC(=O)N3CCOCC3)c3ccccc32)cc1,4,0,-13,-17,53*,-1.4,0.2,1
CC1(Cc2ccc(F)cc2)C(=O)Nc2ccc(S(=O)(=O)NC3CCCCC3)cc21 (centres undefined),2,13,-20,8,0,-1.4,0.2,x
